PGK inhibitor – qHTS Assay to Find Inhibitors of Phosphoglycerate Kinase. Phosphoglycerate kinase, glycosomal (Trypanosoma brucei brucei), P07378. Potency, µM (top dose mostly 57.5 µM), for the others: at the highest dose activity change, negative = inhibition, most hits filed as inhibitors. PGK/GAPDH coupled, Kinase-Glo luminescence, 60 min. 0.043% of 380,000 active; also: potency is read from the fitted curve at half-maximal effect; % is scaled to controls: 0 for no effect and ±100 for the full control effect; nearly all actives have a fitted effect of over 60% in size
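Recombinant glycosomal PGK reaction used 1,3-bisphosphoglycerate generated in-well by GAPDH (100nM final) in 100mM TEA pH 7.6, 5mM MgCl2, 0.01% Tween-20. After 60 minutes at room temperature, ATP was read by Kinase-Glo Plus luminescence end-point.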
HP1b binding inh – HTS for Inhibitors of HP1-beta Chromodomain Interactions with Methylated Histone Tails; AlphaScreen HP1-beta / biotin-H3K9me3 peptide binding; Potency, µM (highest dose often 114 µM), inactives show at the top dose activity change, negative = inhibition, usual class: inhibitors; 0.56% of 390,000 active; also: potency is read from the fitted curve at half-maximal effect; nearly all actives have a fitted effect of over 70% in size; inactives centre near 23
Target sequence (P83916 whole entry, looked up): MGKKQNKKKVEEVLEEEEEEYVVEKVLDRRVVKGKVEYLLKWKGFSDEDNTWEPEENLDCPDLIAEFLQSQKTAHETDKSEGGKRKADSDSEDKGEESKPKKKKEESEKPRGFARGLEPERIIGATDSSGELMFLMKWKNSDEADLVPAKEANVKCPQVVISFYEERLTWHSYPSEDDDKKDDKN
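Compound inhibition of the preformed complex between 50 nM HP1-beta and 50 nM biotinylated H3K9me3 peptide was read by AlphaScreen. Buffer was PBS pH 7.4 with 0.01% Tween-20. Incubations ran 30 min at room temperature, with 10 ug/mL donor/acceptor beads.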
JMJD2A Tudor inh – qHTS Assay for Inhibitors of JMJD2A-Tudor Domain | AlphaScreen JMJD2A-Tudor / H3K4me3 peptide binding | AID 504339, 2011 | Potency, µM (doses to about 114 µM), inactives show at the highest dose activity change, negative = inhibition, hits mostly inhibitors | 4.4% of 390,000 active; also: potency is read from the fitted curve at half-maximal effect; % is scaled to controls: 0 for no effect and ±100 for the full control effect; nearly all actives have a fitted effect of over 50% in size
G9a inh – qHTS Assay for Inhibitors of Histone Lysine Methyltransferase G9a; Histone-lysine N-methyltransferase EHMT2 (Homo sapiens), Q96KQ7; G9a H3K9 monomethylation, AlphaScreen, 2 h; Potency, µM (titrated, usually from 102 µM), for the others: top-dose activity, negative = inhibition, usual class: inhibitors; 8.8% of 350,000 active; also: potency is read from the fitted curve at half-maximal effect; % is scaled to controls: 0 for no effect and ±100 for the full control effect; nearly all actives have a fitted effect of over 75% in size
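Enzyme 20 nM + cpd, 15 min RT; add b-H3K9 pep 500 nM / SAM 20 uM; 2 h RT; anti-H3K9me1 Ab 0.5 ug/mL + SA donor / anti-rabbit acceptor beads 20 ug/mL each, 10 min; AlphaScreen read.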
GLS inh – qHTS for Inhibitors of Glutaminase (GLS). GLS enzymatic activity, qHTS titration. Potency, µM (doses to about 45.5 µM), without a hit: top-dose activity change, negative = inhibition, usual class: inhibitors. 0.21% of 410,000 active; also: potency is read from the fitted curve at half-maximal effect; % is scaled to controls: 0 for no effect and ±100 for the full control effect
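hKGA in 45 mM KH2PO4 (pH 8.2), 0.02% Tween-20 with compound, then 1mM L-Glutamine (stock as added) plus glutamate oxidase/HRP/Amplex red coupling mix. Fluorescence read initially and after 30 min at RT; signal change reflects glutamate formation.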
Pol eta inh – qHTS for Inhibitors of Polymerase Eta | DNA polymerase eta (Homo sapiens), Q9Y253 | recombinant Pol eta, fluorescent DNA replication assay | Potency, µM (highest dose often 114 µM), for the others: at the highest dose activity change, negative = inhibition, actives largely listed as inhibitors | 1.2% of 390,000 active | AID 588591, 2011; also: potency is read from the fitted curve at half-maximal effect; % is scaled to controls: 0 for no effect and ±100 for the full control effect
Target sequence (Q9Y253 whole entry, looked up): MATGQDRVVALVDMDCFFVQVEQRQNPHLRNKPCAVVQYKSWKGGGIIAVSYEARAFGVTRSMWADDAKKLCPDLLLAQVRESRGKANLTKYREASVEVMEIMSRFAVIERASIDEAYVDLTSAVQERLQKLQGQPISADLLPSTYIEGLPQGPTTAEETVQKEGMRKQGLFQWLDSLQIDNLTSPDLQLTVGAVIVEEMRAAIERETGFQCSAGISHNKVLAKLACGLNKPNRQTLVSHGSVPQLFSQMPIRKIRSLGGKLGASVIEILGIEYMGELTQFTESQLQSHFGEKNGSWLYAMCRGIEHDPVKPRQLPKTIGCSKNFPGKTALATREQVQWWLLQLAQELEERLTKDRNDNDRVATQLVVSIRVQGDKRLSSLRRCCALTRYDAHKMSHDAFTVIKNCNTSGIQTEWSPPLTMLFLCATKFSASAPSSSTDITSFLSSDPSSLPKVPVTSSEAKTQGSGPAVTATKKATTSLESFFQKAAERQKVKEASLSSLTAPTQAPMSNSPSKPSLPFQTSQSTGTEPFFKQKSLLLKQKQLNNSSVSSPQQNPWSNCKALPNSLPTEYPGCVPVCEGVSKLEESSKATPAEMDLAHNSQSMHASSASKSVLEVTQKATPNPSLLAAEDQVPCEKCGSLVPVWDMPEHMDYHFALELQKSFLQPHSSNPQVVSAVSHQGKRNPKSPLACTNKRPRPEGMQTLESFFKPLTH
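Fluorescent replication assay: 50 nM final substrate added after a 15 min room-temperature compound preincubation with 10 nM enzyme. Signal taken at 0 min and again at 10 min.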
PI4K2A inh – qHTS for small molecular inhibitors of PI4K2A; Phosphatidylinositol 4-kinase type 2-alpha (Homo sapiens), Q9BTU6; purified PI4K2A, ADP-Glo luminescence, 1 h; hits give low values; activity change, negative = inhibition, % at 76.9 µM; 0.13% of 420,000 active; in the data active = activity change below about -50%; inconclusive = mostly about -30% to -49%;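 also: -100% = wells without enzyme as full effect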
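ADP-Glo luminescence measured ADP generated by PI4K2A enzyme (4 ug/mL before mixing) with 1.2 mM PI substrate (pre-mix) and 300 microM ATP (pre-mix). Tris pH7.5 buffer with MgCl2, Triton X-100; 1 h reaction at ambient temperature.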
BAZ2B inh – qHTS Assay for Inhibitors of BAZ2B | AlphaScreen BAZ2B-H3K14Ac peptide displacement | 4.4% of 360,000 active | Bromodomain adjacent to zinc finger domain protein 2B (Homo sapiens), Q9UIF8 | Potency, µM (doses to about 114 µM), inactives show at the highest dose activity change, negative = inhibition, usual class: inhibitors; also: potency is read from the fitted curve at half-maximal effect; % is scaled to controls: 0 for no effect and ±100 for the full control effect; nearly all actives have a fitted effect of over 60% in size
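Complex of BAZ2B and biotin-H3K14Ac (50 nM apiece) forms over 30 min at RT, then faces library compounds up to 110 uM for another 30 min; AlphaScreen beads added, 20 min dark incubation, luminescence read.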
Pin1 inh – qHTS Assay to Find Inhibitors of Pin1. Pin1 FP peptide displacement, HiFluor488, 10 min. Potency, µM (highest dose often 115 µM), for inactives: top-dose activity, negative = inhibition, most hits filed as inhibitors. Peptidyl-prolyl cis-trans isomerase NIMA-interacting 1 (Homo sapiens), Q13526. 0.009% of 390,000 active. AID 504891, 2011; active = well fitted inhibition curve with a large enough effect in the polarisation, with a control signal flat, not every such curve was filed as active; inconclusive = small, poorly fitted or top-dose-only effect, or effect the other way, or a change in a side signal; inactive = no such curve, though single readings can be large or run the other way; the % refers to the polarisation; also: potency is read from the fitted curve at half-maximal effect; % is scaled to controls: 0 for no effect and ±100 for the full control effect
Target sequence (Q13526 whole entry, looked up): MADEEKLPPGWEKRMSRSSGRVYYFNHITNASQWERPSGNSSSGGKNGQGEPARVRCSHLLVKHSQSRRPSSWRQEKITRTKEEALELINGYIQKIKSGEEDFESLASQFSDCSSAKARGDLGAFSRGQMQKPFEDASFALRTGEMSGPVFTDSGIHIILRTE
* marks the source's active call; other numbers are inactive results; i = inactive; ? = inconclusive; . = no result given; [ ] = another dose, or the depositor's remark. Unless noted, calls follow the shape of the dose curve; as a rule, active = well fitted curve in the direction sought with a large enough effect; inconclusive = small, poorly fitted or top-dose-only effect, or another doubt; inactive = no such curve, though single readings can be large; an effect the other way counts as inactive or inconclusive. An excerpt (hit frequency here may not be typical).

SMILES	PGK inhibitor	HP1b binding inh	JMJD2A Tudor inh	G9a inh	GLS inh	Pol eta inh	PI4K2A inh	BAZ2B inh	Pin1 inh
CC(C(=O)NCc1ccc(Cl)cc1)n1cccc1C(=O)c1ccccc1 (centres undefined)	9%	44%[activator]	-7%	13%	6%	-6%	-4	0%	2%
CC(C)C(c1nnnn1Cc1ccccc1)N1CCN(Cc2ccco2)CC1 (centres undefined)	i	1%	?	19%[59 µM]	0%	-1%	-7	?	-2%
CCC1CCC2(CC1)NC(=O)N(CC(=O)NCc1ccccc1Cl)C2=O (centres undefined)	i	18%	-7%	.	-6%	-8%	2	.	-2%
NS(=O)(=O)c1ccc(CCNC(=O)c2ccc(-c3ccccc3)cc2)cc1	4%	41%[activator]	-1%	-3%	-11%	?	?	-28%	16%
CCC(C(=O)O)n1c(C(F)(F)F)nc2ccccc21 (centres undefined)	4%	37%	14%	0%[12.7 µM]	-1%	-7%	9	10%	-5%
CC1Sc2ccc(C(=O)OCc3ccccc3Cl)cc2NC1=O (centres undefined)	-10%	27%	-1%	-39%	-5%	-21%	-5	5%	0%
Cc1ccccc1OCC(O)CN(CCO)Cc1ccccc1 (centres undefined)	-5%	32%[activator]	-3%	2%	-8%	-2%	-5	-12%	6%
Cc1ccc2c(c1)C1CN(C)CCC1N2C(=O)COc1ccccc1F (centres undefined)	i	15%	-18%	6%[59 µM]	-1%	-17%	2	0%	-9%
NC(=O)c1ccc(-n2nnnc2SCC(=O)Nc2ccc(N3CCOCC3)c(Cl)c2)cc1	-13%	-2%	2%[11.4 µM]	8%[59 µM]	70%[activator]	-12%	0	-2%	1%
Cc1ccc(C)c(NC(=O)COC(=O)c2ccc3c(c2)OCCO3)c1	0%	36%[activator]	2%	?	1%	-6%	0	3%	6%
CN(C)C(=O)CSc1nnc(Cc2ccc([N+](=O)[O-])cc2)o1	.	20%	-9%	11%	3%	1%	-1	-29%	0%
CCCc1cc(=O)oc2c(C)c(OCC(=O)NC3CCN(Cc4ccccc4)CC3)ccc12	1%	16%	-8%	51%	-7%	1%	-3	-21%	-11%
CCOCc1cn(CC(=O)c2ccc(Cl)cc2)c(C)nc1=N	-1%	9%	-3%	5%[12.7 µM]	2%	0%	3	2%	0%
CCOC(=O)C(N)CSC1CC(=O)N(c2ccc(C(=O)OC)cc2)C1=O (centres undefined)	-8%	-16%	?	8.9µM*	7%	-11%	-5	-3%	-10%
Nn1c(-c2cccc(Br)c2)n[nH]c1=S	-8%	-10%	35µM*	2.2µM*	-12%	1%	-10	?	4%
CN(C)/C=N/c1c(C#N)cnn1-c1ccc(C(F)(F)F)cn1	-1%	23%	-9%	-6%[12.7 µM]	-9%	-11%	-1	2%	-7%
CN(C)C(CNC(=O)c1cccc(S(=O)(=O)N2CCN(c3ccc(F)cc3)CC2)c1)c1ccccc1 (centres undefined)	4%	-21%	?	.	9%	-9%	2	.	-2%
CCn1ccnc1CNC(=O)c1ccc2oc(CCCc3ccccc3)nc2c1	-1%	14%	?	.	4%	-17%	3	?	-10%
O=C(COc1ccc(S(=O)(=O)N2CCCCC2)cc1)N1CCOCC1	i	10%	-21%	1%	0%	-2%	3	-3%	-5%
CCOC(=O)C(C)Oc1cccc2c(=O)n(CC(=O)NCc3ccco3)ccc12 (centres undefined)	-5%	9%	-10%	-44%[59 µM]	-9%	1%	-3	-8%	3%
CC(=O)Nc1cccc(NC(=O)Nc2cccc(Cl)c2C)c1	5%	34%	-9%	.	10%	-9%	-1	-4%	42%[activator]
COc1ccccc1N1CCN(c2ccc(-c3ccccc3)nn2)CC1	?	28%	-12%	?	9%	-12%	-10	-38%	-1%
Cc1ccc(OCc2cc(C(=O)N3CCC(Oc4cccnc4)CC3)no2)cc1C	-7%	44%[activator]	16%	6%	2%	-25%	-2	-13%	6%
Cc1c(Cl)cccc1NC(=O)CSc1nnnn1C	2%	42%[activator]	1%	.	4%	-2%	-2	.	-3%
COc1ccc(F)cc1S(=O)(=O)NCCCn1ccnc1	-3%	32%	-18%	.	-1%	-3%	3	-12%	-6%

Following part
SMILES	PGK inhibitor	HP1b binding inh	JMJD2A Tudor inh	G9a inh	GLS inh	Pol eta inh	PI4K2A inh	BAZ2B inh	Pin1 inh
O=[N+]([O-])c1cccc(-c2nc3ccc([N+](=O)[O-])cc3[nH]2)c1	-7%	-2%	20µM*	79µM*	-32%	?	0	7%	?
CCN(CCn1cccn1)Cc1cn[nH]c1-c1ccc(-c2ccccc2)cc1	-3%	12%	-23%	.	8%	-10%	-1	?	1%
Cc1cc([N+](=O)[O-])ccc1N(C)C	-6%	3%	-22%	-4%	5%	-15%	1	-4%	-5%
CCN(CC)S(=O)(=O)c1ccc2nnn(O)c2c1	-3%	19%	-19%	7%	18%	8%	2	-7%	4%
Cc1ccc(S(=O)(=O)NCCC(=O)NCC(=O)Nc2c(C)cccc2C)cc1C	4%	2%	-8%	-6%	10%	-4%	0	-4%	0%
O=C(c1ccc(CS(=O)Cc2ccccc2Cl)o1)N1CCN(c2ccccn2)CC1 (centres undefined)	i	35%	-8%	9%	-1%	-9%	-3	-5%	-10%
CC(=O)Oc1cccc(N2C(=O)C3C4C=CC(C4)C3C2=O)c1 (centres undefined)	i	14%	-14%	-10%[59 µM]	7%	-12%	5	.	-10%
S=C(NCc1ccc(Cl)cc1Cl)NC1CCCCC1	-4%	50%	-9%	46%[59 µM]	-6%	?	-9	1%	-4%
O=C(Nc1nc2ccc(Br)cc2s1)c1ccco1	-8%	24%	-8%	28%[0.501 µM]	4%	-6%	0	?	7%
COc1ccc(CC(=O)NCC2CCCN(Cc3ccccc3OC)C2)cc1 (centres undefined)	-1%	23%	-13%	.	-3%	-8%	7	34%[activator]	-3%
CCC(C)(C)NC(=O)CN(C(=O)CNS(=O)(=O)c1ccc(C)cc1)c1ccc2c(c1)OCCO2	-2%	21%	-6%	20%[59 µM]	-1%	-14%	3	-8%	2%
O=C(NC1CCC(=O)N(CCSc2ccccc2)CC1)OCc1ccccc1 (centres undefined)	0%	36%	-18%	9%	2%	-16%	3	-24%	-1%
COc1ccc(CNC(=O)[C@@H]2CC=C[C@@H]3CCN(C4CC4)C(=O)[C@@H]32)cc1	9%	40%[activator]	-18%	.	-2%	-17%	0	.	0%
COc1nc(-c2cccc([N+](=O)[O-])c2)nc2ccccc12	1%	36%	11%	-30%	-13%	-12%	-2	-3%	2%
Cc1cccc2sc(N(CCCN(C)C)C(=O)c3cc4ccccc4oc3=O)nc12	-3%	-17%	-34%	?	11%	1%	3	-38%	3%
Cc1ccc(-n2nc3c(=O)n(C(C)C(=O)NCc4ccc(OC(C)C)cc4)nc(C)c3c2C)cc1 (centres undefined)	-1%	21%	-13%	-9%[59 µM]	-10%	-3%	-4	?	1%
CN(CC(=O)Nc1cccc(F)c1)C(=O)c1ccc2c(c1)NC(=O)CS2	0%	32%	-14%	10%[59 µM]	-6%	-13%	2	-4%	0%
CC1(C)CC(=O)C=C(c2ccc(OC(F)(F)F)cc2)C1	-7%	29%	-5%	-15%[0.501 µM]	-3%	-6%	-3	11%	1%
CCOC(=O)c1c(C)[nH]c(C)c1C(=O)CSc1nnc(-c2cc(OC)c(OC)c(OC)c2)o1	i	57%[activator]	-16%	?	-3%	-4%	-3	-4%	0%
CC(C)COc1cccc(C(=O)N(C)CC(=O)Nc2cccc3ccccc23)c1	i	28%	-12%	.	3%	-28%	-2	.	3%
Clc1ccc(-c2nnc3sc(-c4ccc(Br)o4)nn23)cc1	-1%	28%	-10%	-20%[12.7 µM]	1%	?	5	-3%	?
CCCCC(CC)C(=O)Nc1cc(C(=O)NCCC)ccc1N1CCC2(CC1)CC(c1cccc(Br)c1)=NO2 (centres undefined)	-9%	41%	-14%	1%[2.33 µM]	1%	-12%	-2	-17%	11%
CCCCSc1nc2sc3c(c2c(=O)n1-c1ccc(C)cc1)CCN(C)C3	-6%	-12%	?	?	-28%	-21%	1	-9%	32%[activator]
COc1cc2ccc(=O)oc2c(O)c1O	-5%	0%	6.3µM*	.	63%[activator]	-4%	6	.	-19%
COc1ccc(CCNC(=O)Cc2ccc(Cl)cc2)cc1OC	-5%	31%	-1%	.	0%	-22%	-7	1%	-4%
O=S(=O)(NC1c2cccc3cccc(c23)C1N1CCN(CCO)CC1)c1ccccc1 (centres undefined)	-2%	-5%	-26%	-46%	14%	-4%	-19	7%	-2%

An excerpt from above with just PGK inhibitor, HP1b binding inh and G9a inh.
Compound	PGK inhibitor	HP1b binding inh	G9a inh
Cc1ccc(S(=O)(=O)NCCC(=O)NCC(=O)Nc2c(C)cccc2C)cc1C	4%	2%	-6%
O=C(c1ccc(CS(=O)Cc2ccccc2Cl)o1)N1CCN(c2ccccn2)CC1 (centres undefined)	i	35%	9%
CC(=O)Oc1cccc(N2C(=O)C3C4C=CC(C4)C3C2=O)c1 (centres undefined)	i	14%	-10%[59 µM]
